Screening data as filed in PubChem BioAssay.
human PMI inhibition = inhibitors of human PMI, primary screen, biochemical, fluorescence intensity, coupled assay (AID 1209); purified PMI enzyme, coupled fluorescence intensity; higher % means a stronger effect; Mannose-6-phosphate isomerase (Homo sapiens); hit rate 0.42% among 190,000; inhibition, % at 20 µM, or IC50 in µM where a hit was titrated;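 further: plate controls were DMSO vehicle for no effect and wells lacking substrate for full effect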
TNAP activation fold = human TNAP enzyme activators, primary screen, biochemical, luminescent, no phosphate acceptor, uHTS (AID 1001); Alkaline phosphatase, tissue-nonspecific isozyme (Homo sapiens); purified TNAP, luminescent activation assay, no phosphate acceptor; higher activation fold means a stronger effect; activation fold at 20 µM, or EC50 in µM where a hit was titrated; hit rate 0.03% among 200,000; in the data active means activation fold from about 3, or a potency from the dose series; inactive means the rest, 99 in 100 with activation fold below about 1.6; further: many of its hits are not listed in these tables
RSV antiviral HEp-2 = RSV antiviral activity via CPE protection, HEp-2 cells, primary 10 µM value included (AID 2391) | CPE inhibition, % at 10 µM, or IC50 in µM where a hit was titrated | HEp-2 cells, RSV-induced CPE inhibition; higher % means a stronger effect | hit rate 0.13% among 310,000; in the data active means a potency from the dose series; inconclusive means CPE inhibition mostly from about 23% at the one dose, without a potency; inactive means the rest, 99 in 100 with CPE inhibition below about 21%; further: strong numbers were not always called active
UTI89 phage lysis = inhibition of K1F phage lysis, E. coli UTI89, bacterial capsule biogenesis inhibitors, alamar blue (AID 488966); inhibition, % at 100 µM, or IC50 in µM where a hit was titrated; hit rate 0.02% among 340,000; E. coli UTI89 K1F phage lysis, alamar blue, 2 h; higher % means a stronger effect;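 active means phage lysis inhibition, versus mean bacterial control, above a set limit; inconclusive means no clear call, values can overlap the other calls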;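 further: capsule biogenesis inhibitors block K1F phage lysis so surviving cells raise fluorescence; higher fluorescence means more inhibition of phage lysis; actives were called in the ten point dose series up to 300 µM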
T cell HTS = modulators of CD8 T cell-vesicle binding, primary screen, mouse 2C CD8+ T cells, flow cytometry; calls only at 7 µM; hit rate 0.068% among 330,000; 2C CD8+ T cell-vesicle binding; hits give low values;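 active means response, share of CD8 T cells binding vesicles, and their 90th percentile fluorescence all below set limits, cut at about 80% in these data, passing the limit was not always enough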
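Read-out – percent CD8+ FL2 mean versus row control · System – murine 2C transgenic CD8+ T lymphocytes · Times – 1.5 h cell–vesicle binding at 37 °C, then 20 min icy labelling · Control set – naked vesicles low, QL9 vesicles with vehicle high · Detection – cytometric PE anti-B7-1 and Alexa647 anti-CD8 signals after 1% paraformaldehyde fixation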
P. falciparum M1AAP = P. falciparum M1AAP inhibitors, biochemical, fluorogenic H-Leu-NHMec substrate, 1536-well (AID 1445) | hit rate 0.42% among 220,000 | recombinant M1AAP, H-Leu-NHMec fluorogenic kinetic assay; higher % means a stronger effect | Aminopeptidase N (Plasmodium falciparum (isolate 3D7)) | inhibition, % at 30 µM, or IC50 in µM where a hit was titrated;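 active means primary inhibition above the hit cutoff, then over 50% inhibition at one or more dose response concentrations, cut at about 23% in these data, passing the limit was not always enough; inconclusive means conflicting primary data, or primary hits not chosen for dose response; inactive means low primary inhibition, or under 50% at every dose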;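 further: plate controls were DMSO full reaction for no effect and no enzyme background for full effect; strong numbers were not always called active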
M17LAP inhibition = P. falciparum M17LAP inhibitors, primary screen, biochemical, fluorogenic H-Leu-NHMec substrate, 1536-well (AID 1619). Leucine aminopeptidase (Plasmodium falciparum (isolate 3D7)). recombinant M17LAP, H-Leu-NHMec fluorogenic kinetic assay; higher % means a stronger effect. inhibition, % at 30 µM, or IC50 in µM where a hit was titrated. hit rate 0.38% among 220,000;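 active means compound inhibiting the enzyme by more than half at any dose during confirmatory dose-response retesting; inconclusive means strong single-dose inhibitors picked by rank but not retested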;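 further: plate controls were full reaction with DMSO carrier for no effect and no enzyme background for full effect; strong numbers were not always called active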
West Nile antiviral = West Nile virus antiviral activity, cell-based, CPE readout (AID 1621); West Nile virus-infected cells, CPE inhibition; higher % means a stronger effect; one-dose CPE inhibition, % at 10 µM; IC50 in µM for titrated hits; hit rate 0.02% among 290,000; in the data active means a potency from the dose series; inconclusive means CPE inhibition mostly from about 3.7% at the one dose, without a potency; inactive means the rest, 99 in 100 with CPE inhibition below about 2.2%; further: strong numbers were not always called active
PMI inhibition = human PMI inhibitors, high substrate, primary screen, biochemical, fluorescence intensity, high mannose 6-phosphate (AID 1220). hit rate 0.66% among 190,000. recombinant PMI enzyme, coupled fluorescence intensity; higher % means a stronger effect. Mannose-6-phosphate isomerase (Homo sapiens). inhibition, % at 20 µM, or IC50 in µM where a hit was titrated
T cell HTS vesicle-bound % = second read-out of T cell HTS, no call of its own (marks repeat the call); double positive events, %; measured here: CD8+ vesicle-bound cell fraction;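 binding gate set so that unloaded-vesicle control wells show 10% double positive cells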
* = called active by the depositor; i = inactive; ? = inconclusive; / = no result given; [ ] = dose if it differs, or a comment. Unless noted, no stated cut-off is given here; in the data, active means inhibition above about 50%; inactive means the rest.

SMILES	human PMI inhibition	TNAP activation fold	RSV antiviral HEp-2	UTI89 phage lysis	T cell HTS	T cell HTS vesicle-bound %	P. falciparum M1AAP	M17LAP inhibition	West Nile antiviral	PMI inhibition
NC(=O)[C@@H]1CCCN1C(=O)c1ccc2nc(Cc3ccccc3F)oc2c1	/	/	0.4%	0.1%	i	66	/	/	-0.4%	/
Cc1cc(=O)n(CCCO)c(O)c1C#N	12%	1.1	0.7%	0.3%	i	49	13%	3%	0.2%	38%
CC(=O)c1noc(C)c1C(=O)Nc1nccs1	10%	1	0.2%	-0.7%	i	50	15%	7%	0.2%	10%
CCc1nnc(NC(=O)CN2C(=O)NC3(CC(C)CC(C)(C)C3)C2=O)s1 (stereo not drawn)	/	/	0.5%	0.0%	i	24	/	/	0.7%	/
O=C(NCc1ccccn1)c1ccc(Cl)s1	10%	1.1	2.5%	0.1%	i	16	4%	-4%	-0.1%	1%
CS(=O)(=O)c1ccc(C(=O)NC(Cc2ccccc2)c2ccccc2)cc1 (stereo not drawn)	/	/	-0.5%	-0.2%	i	46	/	/	-0.3%	/
O=C(O)c1ccc2c(c1)C(=O)/C(=C\c1ccco1)C2=O	-34%	1	-0.1%	0.0%	i	36	10%	34%	-0.6%	-15%
C/C(=C1/SC(N2CC(C)OC(C)C2)=NC1=O)c1ccccc1 (stereo not drawn)	8%	1.1	1.2%	0.1%	i	17	10%	1%	-0.7%	9%
COc1cccc(/C=N/NC(=O)c2c(C)nc3ccc(Cl)cn23)c1O	/	/	10%	-1.9%[50 µM]	i	8	/	/	1.7%	/
Cc1cccc(C)c1OC(=O)CSc1nnc(-c2ccccc2)o1	-6%	1.1	2.0%	1.6%	i	40	1%	3%	0.3%	-3%
CC(Sc1ncnc2c1cnn2-c1ccccc1)C(=O)NCC1CCCO1 (stereo not drawn)	/	/	5.4%	-0.1%	i	18	/	/	-1.0%	/
O=C(O)c1cc2c(ccc3ccccc32)o1	4%	1.1	0.4%	3.5%	i	48	0%	6%	0.6%	10%
COc1ccc(C(=O)Oc2ccc3oc(=O)sc3c2)cc1	2%	1.1	1.4%	0.2%	i	25	1%	5%	-0.7%	5%
O=C(O)CSc1nccc2ccccc12	11%	1.1	0.5%	-0.1%	i	43	13%	9%	-0.2%	8%
Cc1cc(N2CCN(c3ccc(C(F)(F)F)cc3[N+](=O)[O-])CC2)c2ccccc2n1	/	/	2.7%	2.2%	i	37	/	/	0.1%	/
COc1ccc(C(=O)OCc2csc(C)n2)c(O)c1	-6%	1.1	2.2%	0.3%	i	30	-4%	22%	0.0%	0%
CCOC(=O)CNC(=O)c1ccc(SCC)cc1	/	/	3.8%	-0.1%	i	19	7%	-1%	0.0%	/
CCOC(=O)N1CCN(C(=O)C(CC(C)C)NC(=O)C2CCCCC2)CC1 (stereo not drawn)	4%	1	1.3%	-0.1%	i	31	-5%	2%	-0.7%	3%
Fc1ccc(/C=N/Nc2nc3ccccc3[nH]2)cc1F	-12%	1.1	5.6%	-0.1%	i	50	-2%	3%	-1.8%	-10%
Cc1cc(=O)oc2n[nH]c(-c3ccccc3)c12	1%	0.1	26%	0.2%	i	50	-3%	-2%	/	-5%

Quoted at random: 5 records from the list, in no set order.
SMILES	human PMI inhibition	TNAP activation fold	RSV antiviral HEp-2	UTI89 phage lysis	T cell HTS	T cell HTS vesicle-bound %	P. falciparum M1AAP	M17LAP inhibition	West Nile antiviral	PMI inhibition
O=C(NCc1ccccn1)c1ccc(Cl)s1	10%	1.1	2.5%	0.1%	i	16	4%	-4%	-0.1%	1%
CCOC(=O)N1CCN(C(=O)C(CC(C)C)NC(=O)C2CCCCC2)CC1 (stereo not drawn)	4%	1	1.3%	-0.1%	i	31	-5%	2%	-0.7%	3%
CS(=O)(=O)c1ccc(C(=O)NC(Cc2ccccc2)c2ccccc2)cc1 (stereo not drawn)	/	/	-0.5%	-0.2%	i	46	/	/	-0.3%	/
COc1ccc(C(=O)Oc2ccc3oc(=O)sc3c2)cc1	2%	1.1	1.4%	0.2%	i	25	1%	5%	-0.7%	5%
NC(=O)[C@@H]1CCCN1C(=O)c1ccc2nc(Cc3ccccc3F)oc2c1	/	/	0.4%	0.1%	i	66	/	/	-0.4%	/

(list continues)
SMILES	human PMI inhibition	TNAP activation fold	RSV antiviral HEp-2	UTI89 phage lysis	T cell HTS	T cell HTS vesicle-bound %	P. falciparum M1AAP	M17LAP inhibition	West Nile antiviral	PMI inhibition
CCc1nnc(NC(=O)c2cc(-c3ccco3)nc3ccccc23)s1	-1%	1.1	2.0%	0.1%	i	49	9%	16%	0.1%	16%
COc1ccc2oc(=O)c(C(=O)N3CCN(c4ccccc4F)CC3)cc2c1	7%	1.1	0.2%	0.3%	i	42	5%	-2%	-1.3%	4%
O=C(NNc1cc(Br)c(O)c(Br)c1)c1ccccc1	-57%	0.7	2.9%	-0.1%	i	23	20%	11%	-1.6%	-101%
O=C1CCN(Cc2ccccc2)CCN1CCO	/	/	0.3%	1.0%	/	/	-2%	3%	-0.3%	/
COc1ccc(N2CCC(CNC(=S)Nc3cc(C)ccc3C)C2)cc1 (stereo not drawn)	/	/	0.8%	0.2%	i	48	4%	-5%	-0.2%	/
Cc1cc([N+](=O)[O-])ccc1N(C)C	-3%	1	3.2%	1.5%[50 µM]	i	36	1%	7%	0.2%	-4%
O=C(NCCc1ccccn1)c1nc(Cn2ccc([N+](=O)[O-])n2)no1	/	/	0.1%	0.6%	i	29	/	/	-0.1%	/
Cc1ccc(-n2ncc(C(=O)NCC3CCN(C4CCCC4)C3)c2C2CCN(C(=O)OC(C)(C)C)CC2)cc1C (stereo not drawn)	/	/	1.4%	-0.7%	i	12	/	/	-0.2%	/
CN(c1ccc(C(=O)N2CCN(Cc3ccc4c(c3)OCO4)CC2)cc1)S(=O)(=O)c1ccccc1	4%	1	-1.8%	10%	i	5	-5%	2%	0.1%	10%
CC(=O)Nc1ccc(NC(=O)COc2ccc(S(=O)(=O)NC(C)c3ccccc3)cc2)cc1 (stereo not drawn)	5%	1.1	3.5%	-0.1%	i	36	3%	-8%	0.6%	2%
C[C@@H]1CCC[C@]2(O[C@@H](CCO)C[C@@H](O)[C@@H]2O)O1	/	/	0.6%	-0.1%	i	37	/	/	1.3%	/
CCN1C(=O)c2cccc3c(S(=O)(=O)N(C(=O)c4cccnc4)c4ccc(OC)cc4)ccc1c23	13%	1	5.5%	0.9%	i	42	13%	-25%	-0.9%	34%
COc1ccc(OC)c(NS(=O)(=O)c2cccs2)c1	-7%	1.1	-0.8%	0.3%	i	55	13%	12%	-0.2%	-1%
CCc1nnc(NC(=O)[C@@H](NC(=O)c2cccc(S(=O)(=O)N3CCOCC3)c2)C(C)C)s1	-9%	1.1	0.8%	0.1%	i	52	0%	2%	0.3%	-2%
CCOc1ccccc1NC(=O)C(NC(=O)C1CCC(C)CC1)C(C)C (stereo not drawn)	7%	1.1	-1.9%	-1.0%[50 µM]	i	36	-1%	2%	-1.2%	1%
CCOc1ccc(-c2nnn(CC(=O)N3CCCC3)n2)cc1OCC	-4%	1.1	1.9%	0.1%	i	68	6%	22%	0.3%	0%
CC(=O)Nc1cccc(OCCCNC(=O)c2ccc(C(C)(C)C)cc2)c1	/	/	22%	/	i	18	1%	-3%	-0.4%	/
CCNc1nc(N)nc(Oc2ccc(OCc3ccccc3)nn2)n1	0%	1	0.4%	0.0%	i	11	0%	6%	0.5%	3%
CCCCCc1nc(N)c(C#N)c(-c2ccco2)c1CCCC	3%	1.1	2.2%	3.2%	i	50	2%	3%	-0.4%	0%
COC(=O)Cn1cnc2sc(C)c(S(=O)(=O)N3CCN(c4ccccc4OC)CC3)c2c1=O	20%	1	0.1%	-0.1%	i	17	1%	-11%	-0.4%	17%
Cc1ccc(-c2csc(NC(=O)c3ccc(F)cc3)c2C(=O)O)cc1	/	/	13%	0.0%	i	48	/	/	0.0%	/
CCc1ccccc1NC(=O)CN(C)C(=O)COc1ccc(C)nc1[N+](=O)[O-]	-3%	1.1	0.3%	-0.1%[50 µM]	i	9	9%	19%	-0.5%	3%
O=C(NCCN1CCN(c2cccc(Cl)c2)CC1)c1ccc(CSc2nc3ccncc3[nH]2)cc1	0%	1.1	11%	-0.1%	i	56	3%	12%	1.5%	-1%
CCCN1CCN(CCCNC(=O)c2ccc3c(Cl)c4c(nc3c2)CCCC4)CC1	/	/	1.4%	-0.3%	i	3	/	/	?	/
CC(C)(C)C1CCc2onc(C(=O)Nc3ccc(F)cc3F)c2C1 (stereo not drawn)	13%	1.1	0.7%	2.5%	i	27	4%	-10%	-0.3%	6%
COC(=O)CN(c1ccc(C)c(Cl)c1)S(C)(=O)=O	5%	1.1	2.9%	0.3%	i	27	3%	6%	1.0%	6%
CCCOc1ccc(C(CC(=O)O)NC(=O)C23CC4CC(CC(C4)C2)C3)cc1 (stereo not drawn)	5%	1	-0.6%	1.0%	i	6	-2%	39%	0.2%	5%
Cc1ccc2c(c1)Sc1ccccc1CC2=O	12%	1	2.7%	0.7%	i	1	0%	-12%	-0.2%	9%
COc1cnc(-c2ccccn2)nc1Sc1ccccc1Cl	3%	1	-1.0%	-0.2%	i	35	0%	-12%	?	-6%
CC1CCCCN1C(=O)CSc1nnc(-c2ccco2)n1C (stereo not drawn)	/	/	-0.5%	0.0%	i	26	/	/	-0.3%	/
CCOC(=O)c1c(NC(=O)C[n+]2ccc(Cc3ccccc3)cc2)sc(C)c1C	-4%	1	1.1%	5.9%	i	36	0%	9%	1.2%	8%
CCOC(=O)C1(Cc2ccc(Cl)cc2)CCN(CCCn2cccn2)CC1	4%	1.1	-1.7%	0.5%	i	48	5%	11%	-0.9%	4%
Cc1csc(SC(C)C(=O)NCC2CCCCC2)n1 (stereo not drawn)	8%	1.1	0.2%	0.3%	i	34	2%	-3%	-0.1%	11%
CCCCCOc1ccc(NC(=O)c2cc(SC)ccc2Cl)cc1	10%	1.1	2.9%	0.3%[50 µM]	i	27	0%	4%	-1.0%	13%
COc1ccccc1/C=C/C=N/N1CCN(Cc2cccc3ccccc23)CC1	9%	1.1	2.8%	0.1%	i	52	1%	-14%	/	4%
